HT1080 IDH1KD tx: kills HT-1080 cells with IDH1 knockdown; HT-1080 IDH1 knockdown viability, ATP luminescence, 48 h; Potency, µM (titrated, usually from 46.1 µM), without a hit: at the highest dose activity, negative = toxicity, most hits filed as cytotoxic; 360,000 tested, 2% active;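 note: potency is the fitted concentration of half-maximal effect; 0% = DMSO wells and -100% = cell-free medium wells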
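Using the IDH1-knockdown HT-1080 line run in the same batch and compound series as the NT line, viability after 48 h at 37 °C was determined by CellTiter-Glo luminescence and expressed as % activity.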
S2 tox: reduces viability in counter-screen for ATXN expression inhibitors; S2 cells (HEK-293 line with an ATXN2-luciferase reporter) viability, CellTiter-Fluor protease fluorescence, 24 h; Potency, µM (doses to about 56.7 µM), actives largely listed as cytotoxic; 400,000 tested, 0.49% active; AID 651635; note: potency is the fitted concentration of half-maximal effect; nearly all actives have a fitted effect of over 40% in size
MCF10A rerep: induces DNA re-replication in MCF 10a normal breast cells; 350,000 tested, 2.9% active; Potency, µM (highest dose often 46.1 µM), for the others: at the highest dose activity, positive = re-replication, actives largely listed as activators; MCF 10A DNA re-replication, Hoechst nuclear intensity, 48 h; note: potency is the fitted concentration of half-maximal effect; % of control where 0% means no effect; nearly all actives have a fitted effect of over 50% in size
ATXN2 expr inh: inhibitors of ATXN2 expression; HEK-293 ATXN2-luciferase reporter, luminescence, 24 h; Potency, µM (top dose mostly 57 µM), for inactives: at the top dose activity change, negative = inhibition, hits mostly inhibitors; 360,000 tested, 0.72% active; note: potency is the fitted concentration of half-maximal effect; % is set by controls: 0 for no effect and ±100 for the full control effect; nearly all actives have a fitted effect of over 55% in size
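qHTS (up to 57 uM final) was run with 24 h compound exposure of reporter cells at 37 °C. Each well was multiplexed: SteadyGlo luminescence measured ATXN2-luciferase expression after a fluorogenic Gly-Phe-AFC viability readout (25 uM final).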
IL1B secr inh: inflammasome signaling inhibition, IL-1 beta readout | THP-1 LPS/ATP IL-1B secretion, AlphaLISA, 16 h; hits give low values | AID 743279 | 360,000 tested, 4.7% active | activity change, % at 57.5 µM; in the data active = activity change below about -50%; inconclusive = mostly about -30% to -49%; note: % is set by controls: 0 for no effect and ±100 for the full control effect
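THP-1 cells pretreated 1 hr with compounds (up to 57.5 uM final), then stimulated with LPS (250 ng/mL final) plus ATP (1.25 mM final); secreted IL-1B measured by AlphaLISA after 16 hr, decreased signal indicating inhibition.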
KB-V1 cytotox: KB-V1 MDR subline cytotoxicity; KB-V1 MDR cells viability, CellTiter-Glo, 72 h; Potency, µM (doses to about 46.1 µM), inactives show at the highest dose activity change, negative = cytotoxicity, usual class: cytotoxic; 400,000 tested, 3.4% active; note: potency is the fitted concentration of half-maximal effect; % is set by controls: 0 for no effect and ±100 for the full control effect; nearly all actives have a fitted effect of over 60% in size
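Cells of the MDR subline KB-V1 are plated, dosed with compound at multiple concentrations, and incubated 72 h at 37 degrees C; CellTiter-Glo is then added and luminescence read after 10 min.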
KB-3-1 tox: kills parental KB-3-1 adenocarcinoma cells. KB-3-1 viability, CellTiter-Glo ATP luminescence, 72 h. Potency, µM (top dose mostly 46.1 µM), without a hit: at the top dose activity change, negative = cytotoxic, actives largely listed as cytotoxic. 400,000 tested, 1.4% active. AID 1347075; note: potency is the fitted concentration of half-maximal effect; % is set by controls: 0 for no effect and ±100 for the full control effect; nearly all actives have a fitted effect of over 60% in size
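Screening of KB-3-1 cells (DMEM, 10% FBS, phenol-red free) ran from lowest to highest compound concentration; after 72 h at 37 °C viability was read luminescently and curves fitted.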
HT1080-NT tox: kills 2HG-producing HT-1080-NT fibrosarcoma cells | Potency, µM (titrated, usually from 46.1 µM), without a hit: at the highest dose activity, negative = less viability, actives largely listed as cytotoxic | 360,000 tested, 1.6% active | AID 686970 | HT-1080-NT fibrosarcoma viability, CellTiter-Glo ATP luminescence, 48 h;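 note: NT is the 2HG producing partner of a matched IDH1 knockdown line; potency is the fitted concentration of half-maximal effect; 0% = DMSO-treated cells and -100% = media-only wells without cells; nearly all actives have a fitted effect of over 55% in size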
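Fibrosarcoma NT cells, 750 per well in 5% FBS RPMI, were exposed to compound for 48 hours. Viability: CellTiter-Glo luminescence.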
SW480 rereplic: induces DNA re-replication in SW480 colon adenocarcinoma cells | SW480 DNA re-replication, Hoechst DNA content imaging, 48 h | Potency, µM (highest dose often 46.1 µM), without a hit: at the highest dose re-replication activation, usual class: activators | 340,000 tested, 1.8% active | AID 624297; note: potency is the fitted concentration of half-maximal effect; % of control where 0% means no effect; nearly all actives have a fitted effect of over 55% in size
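250 cells/well; 23 nL cpd via pin tool; 48 hr, 37 C, 5% CO2; Hoechst 40 min; imager read of total nuclear intensity, ex 405/em 500-530 nm.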
Active calls of the source: *; i = inactive; u = inconclusive; x = no result given; [ ] = dose if it differs, or a comment. Unless noted, calls come from the whole dose curve; as a rule, active = well fitted curve in the direction sought with a large enough effect; inconclusive = small, poorly fitted or top-dose-only effect, or another doubt; inactive = no such curve, though single readings can be large; an effect the other way counts as inactive or inconclusive.

canonical_smiles	HT1080 IDH1KD tx	S2 tox	MCF10A rerep	ATXN2 expr inh	IL1B secr inh	KB-V1 cytotox	KB-3-1 tox	HT1080-NT tox	SW480 rereplic
COc1ccccc1NC(=O)CN1CCN(CC(=O)Nc2cc(NC(C)=O)ccc2OC)CC1	5%	i	4%	-2%	-21	0%	-1%	4%	1%
CCOc1ccccc1OCC(=O)Nc1nnc(COC)s1	26%	i	5%	3%	-1	18µM*	4%	7%	0%
Cc1ccc(NS(=O)(=O)c2ccc(NC(=O)c3cccs3)cc2)cc1	-9%	i	-5%	-15%	-5	0%	3%	2%	1%
CC(C)[C@H](NC(=O)C1CCN(S(=O)(=O)c2ccccc2)CC1)C(=O)NCc1ccco1	14%	i	-3%	-2%	4	15%	22%	7%	7%
Cc1cccc(OCCn2c(-c3ccc(Cl)cc3)nc3ccccc3c2=O)c1C	x	i	x	9%	x	0%	3%	x	x
CCOC(=O)[C@H]1[C@H]2COc3ccc(OC)cc3[C@@H]2N2C(=O)c3ccccc3NC(=O)[C@@]12C	15%	i	u	2%	-1	-11%	-25%	24%	10%
Cc1ccc(Oc2ccc(Cl)cc2NC(=O)c2ccc(F)cc2F)cc1	-4%	i	14%	x	19	1%	-12%	-3%	-6%
COc1ccc2oc(=N)c(C(=O)Nc3ccc(Br)cc3)cc2c1	-7%	u	-2%	x	-11	u	-2%	-4%	3%
Cc1cccc(OC(C)C(=O)N2CCCN(C)CC2)c1C (centres undefined)	17%	i	16%	-7%	0	9%	4%	8%	-2%
Cc1c(Cl)cccc1NC(=O)c1ccc2c(c1)CCCN2S(C)(=O)=O	x	u	x	-4%	x	-3%	-2%	x	x
CCN(C(=O)CSc1nc2ccccc2n1CC(=O)Nc1ccc(F)cc1F)c1ccccc1	x	i	x	-15%	x	-1%	1%	x	x
CCC(=O)N1CCCN(S(=O)(=O)c2ccc(C)cc2)C1c1ccc(OC)cc1 (centres undefined)	5%	i	u	-8%	16	u	-10%	4%	-2%

Structures shown so far with four or more nitrogen atoms:
canonical_smiles	HT1080 IDH1KD tx	S2 tox	MCF10A rerep	ATXN2 expr inh	IL1B secr inh	KB-V1 cytotox	KB-3-1 tox	HT1080-NT tox	SW480 rereplic
COc1ccccc1NC(=O)CN1CCN(CC(=O)Nc2cc(NC(C)=O)ccc2OC)CC1	5%	i	4%	-2%	-21	0%	-1%	4%	1%
CCN(C(=O)CSc1nc2ccccc2n1CC(=O)Nc1ccc(F)cc1F)c1ccccc1	x	i	x	-15%	x	-1%	1%	x	x

The results go on:
canonical_smiles	HT1080 IDH1KD tx	S2 tox	MCF10A rerep	ATXN2 expr inh	IL1B secr inh	KB-V1 cytotox	KB-3-1 tox	HT1080-NT tox	SW480 rereplic
Cc1cccc(-c2nsc(SCC(=O)Nc3ccc4c(c3)OCO4)n2)c1	-8%	i	u	56%[activator]	-7	-12%	u	-7%	-3%
Cc1nn(-c2ccccc2)c2sc(C(=O)N3CCCCC3)cc12	-25%	i	41%	62%[activator]	-16	u	-30%	-15%	3%
COc1ccc(NC(=O)c2cccnc2N2CCCC2)cc1	u	i	5%	-17%	77	u	u	2%[9.24 µM]	15%
Cc1ccccc1Nc1nc(N)nc(CSc2nncn2C)n1	23%	i	-3%	5%	-5	-1%	0%	11%	12%
Cc1ccc(-n2c(N)c(Br)c(=O)[nH]c2=O)cc1C	2%	i	-1%	22%	24	6%	14%	4%	-35%[inhibitor][1.84 µM]
O=C(NC1CCCC1)C(c1cc2c(cc1[N+](=O)[O-])OCO2)N1CCCC1 (centres undefined)	17%	i	-1%	4%	-13	u	0%	-7%	1%
COc1ccc(N/C=C\C(=O)c2ccc(C)cc2)cc1OC	-10%	i	u	37%[activator]	-22	-4%	13%	-1%	-15%
CCN1C(=O)N(C)[C@@H](c2ccccc2)C(C(=O)OC)=C1C	12%	i	2%	0%	24	16%	14%	15%	13%[9.22 µM]
CCN1C(=O)[C@H]2[C@@H](c3ccc(C(F)(F)F)cc3)N[C@]3(CCCN(Cc4ccco4)C3=O)[C@H]2C1=O	-15%	i	x	-10%	19	-2%	1%	-9%	x
COc1ccc(S(=O)(=O)N2CCCCCC2)cc1N(C)S(=O)(=O)c1ccccc1	-1%	i	12µM*	-10%	-4	u	-9%	7%	0%
CCCCN(C(=O)CSc1n[nH]c(-c2ccc(C)cc2)n1)c1c(N)n(CCCC)c(=O)[nH]c1=O	13%	i	3%	4%	3	1%	0%	2%	1%
COc1ccc(-c2ccc3c(c2)C2CC3CCN2CCC#N)cc1 (centres undefined)	3%	i	2%	-15%	12	3%	0%	0%	u
COc1cc(OC)c(OC)cc1/C=N/NC(=O)c1cc(-c2cccn2C)n[nH]1	1%	x	5%	x	5	5%	-5%	0%	-22%
Cc1c(NS(=O)(=O)c2cc(Br)cc3c2N(C(=O)C2CC2)CC3)c(=O)n(-c2ccccc2)n1C	22%	i	7%	-25%[11.3 µM]	1	u	10%	17%	-13%
Cc1cc(-c2nc3ccccc3c(=O)o2)ccc1[N+](=O)[O-]	-14%	i	6%	54%[activator]	35	u	3%	-13%	-5%
Cc1cccnc1NC(=O)C1CCN(S(=O)(=O)c2c(C)noc2/C=C/c2ccco2)CC1	4%	i	-5%	-6%	-4	5%	6%	7%	3%
COc1ccc(NC(=O)Nc2c(O)ccc3ccccc23)cc1	-11%	i	u	x	15	-10%	-3%	0%	u
CC1(C)CC(=O)c2c(n(-c3cccc4ccccc34)ccc2=O)C1	2%	i	-4%	-13%	-4	4%	3%	-1%	4%
Cc1ccc(N(CC(=O)NCc2ccccc2)S(=O)(=O)c2c(C)noc2C)cc1	10%	i	0%	11%	33	-7%	-2%	9%	9%
COc1ccccc1NC(=O)COC(=O)CCC1CCCC1	-6%	i	-2%	-15%	8	27%	6%	1%	2%
CCOc1ccc(N(CC(=O)Nc2cc(Cl)ccc2C)S(C)(=O)=O)cc1	u	i	u	-19%	19	-21%	-7%	u	18µM*
C=Cc1ccc(CN2C(=O)N(c3ccc(C)c(C)c3)S(=O)(=O)c3ccccc32)cc1	x	i	x	1%	x	-1%	-4%	x	x
COc1ccc(OC)c(S(=O)(=O)NCCc2sc(-c3ccc(C)cc3)nc2C)c1	x	u	x	-34%	x	u	-24%	x	x
CN(C)C(=S)Nc1nc2ccccc2s1	-9%	u	5%	x	20	-10%	u	-6%	3%

Sorted by length of the SMILES (low to high): some entries from above
canonical_smiles	HT1080 IDH1KD tx	S2 tox	MCF10A rerep	ATXN2 expr inh	IL1B secr inh	KB-V1 cytotox	KB-3-1 tox	HT1080-NT tox	SW480 rereplic
CCOc1ccccc1OCC(=O)Nc1nnc(COC)s1	26%	i	5%	3%	-1	18µM*	4%	7%	0%
Cc1ccc(Oc2ccc(Cl)cc2NC(=O)c2ccc(F)cc2F)cc1	-4%	i	14%	x	19	1%	-12%	-3%	-6%
COc1cc(OC)c(OC)cc1/C=N/NC(=O)c1cc(-c2cccn2C)n[nH]1	1%	x	5%	x	5	5%	-5%	0%	-22%
CCN(C(=O)CSc1nc2ccccc2n1CC(=O)Nc1ccc(F)cc1F)c1ccccc1	x	i	x	-15%	x	-1%	1%	x	x
CCN1C(=O)[C@H]2[C@@H](c3ccc(C(F)(F)F)cc3)N[C@]3(CCCN(Cc4ccco4)C3=O)[C@H]2C1=O	-15%	i	x	-10%	19	-2%	1%	-9%	x

The list continues:
canonical_smiles	HT1080 IDH1KD tx	S2 tox	MCF10A rerep	ATXN2 expr inh	IL1B secr inh	KB-V1 cytotox	KB-3-1 tox	HT1080-NT tox	SW480 rereplic
CN1CCN(c2nc3ccccc3nc2C(C#N)C(=O)OC2CCCCC2)CC1 (centres undefined)	2%	i	0%	-25%	u	u	u	-6%	1%
CN1C(=O)C(CC(=O)Nc2ccc(F)cc2)N(Cc2ccco2)C1=S (centres undefined)	22%	i	-3%	-12%[11.3 µM]	-7	-27%	-2%	-5%	15%
Cc1nn(CC(=O)c2ccccc2Cl)c(C)c1[N+](=O)[O-]	-9%	i	-1%	38%[activator]	46	-23%	-7%	-4%	-3%
CCc1ccc[n+](-c2[nH]c(=O)sc2/C=N/N=C(\[O-])CCn2c3ccccc3c3ccccc32)c1	2%	i	2%	18%	4	12%	3%	2%	-1%
CC1CCc2c(sc(NC(=O)c3ccccc3C(=O)O)c2C#N)C1 (centres undefined)	14%	i	4%	7%	22	8%	0%	1%	u
COCCN(CC(=O)Nc1ccccc1)S(=O)(=O)c1ccc(S(=O)(=O)N2CCCC2)cc1	-25%	i	-1%	6%	30	-16%	7%	-27%	-1%
CCCC[C@@H]1C=C(C(=O)O)[C@H](c2ccc(Cl)cc2)N1S(=O)(=O)c1ccc(C)cc1	-1%	i	8%	2%	8	22%	-2%	-6%	-10%[9.22 µM]
CC(C)(C)n1nnnc1C(c1cccc(C#N)c1)N1CCN2CCCC2C1 (centres undefined)	9%	i	-11%	-1%	-8	u	-1%	7%	-2%
CCOc1ccc(NC(=O)Cc2ccc(NC3=NC4CS(=O)(=O)CC4S3)cc2)cc1 (centres undefined)	7%	i	-3%	-13%	-1	21%	1%	14%	-8%
COc1cccc(C(=O)N2CCN(Cc3ccco3)CC2)c1OC	-4%	i	14%	-21%	-13	0%	-3%	-3%	-2%
COc1cc2cc(CCOC(=O)c3ccc(F)cc3)oc(=O)c2cc1OC	1%	i	2%	-3%	-3	4%	15%	-9%	17%[9.22 µM]
C1CCC(n2nnnc2CN2CCN(C3CCCC3)CC2)CC1	-1%	i	-21%	-6%	-12	u	0%	0%	13%
Cc1cc(C(F)F)n2nc(C(=O)Nc3ccc(S(=O)(=O)N4CCCC4)cc3)nc2n1	-4%	i	-2%	-8%	-19	-13%	-13%	-1%	-2%
COc1ccc(C(=O)CSc2cc(C)nc(SCC(=O)c3ccc(C)cc3)n2)cc1	-25%	i	4%	-4%	28	-14%	u	-3%	-1%
Cc1nc(-c2ccc(S(=O)(=O)NCc3ccccc3Cl)cc2)co1	x	i	x	8%	x	u	-6%	x	x
O=C(O)C1(Nc2ccc([N+](=O)[O-])cc2[N+](=O)[O-])CCCC1	1%	u	u	-16%	5	12%	5%	0%	-2%
